esBAF inh: blocks esBAF chromatin remodeling in mouse ES cells. Bmi1-luciferase knock-in reporter, 24 h; 100% = twice the neutral-well signal. AID 602393. reporter increase, % at 12.5 µM. hit rate 2% among 350,000; in the data active means activation above about 40%;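 further: 0% = median of the plate's neutral control wells and 100% = double that signal; a rise in the Bmi1 reporter signal indicates esBAF inhibition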
RAD54 inh: blocks human RAD54 Holliday junction branch migration; AID 602329; FAM/BHQ fluorescence; Q92698; hit rate 0.14% among 360,000; inhibition, % at 10.4 µM;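 active means mean normalized replicate activity at least 40 and at least half of replicates scoring 40 or more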;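 further: 0% = median of neutral control wells and 100% = median of positive control wells; inhibitors cause a drop in the FAM fluorescence signal; in these data hits start at about 50%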
Target sequence (Q92698 whole entry, looked up): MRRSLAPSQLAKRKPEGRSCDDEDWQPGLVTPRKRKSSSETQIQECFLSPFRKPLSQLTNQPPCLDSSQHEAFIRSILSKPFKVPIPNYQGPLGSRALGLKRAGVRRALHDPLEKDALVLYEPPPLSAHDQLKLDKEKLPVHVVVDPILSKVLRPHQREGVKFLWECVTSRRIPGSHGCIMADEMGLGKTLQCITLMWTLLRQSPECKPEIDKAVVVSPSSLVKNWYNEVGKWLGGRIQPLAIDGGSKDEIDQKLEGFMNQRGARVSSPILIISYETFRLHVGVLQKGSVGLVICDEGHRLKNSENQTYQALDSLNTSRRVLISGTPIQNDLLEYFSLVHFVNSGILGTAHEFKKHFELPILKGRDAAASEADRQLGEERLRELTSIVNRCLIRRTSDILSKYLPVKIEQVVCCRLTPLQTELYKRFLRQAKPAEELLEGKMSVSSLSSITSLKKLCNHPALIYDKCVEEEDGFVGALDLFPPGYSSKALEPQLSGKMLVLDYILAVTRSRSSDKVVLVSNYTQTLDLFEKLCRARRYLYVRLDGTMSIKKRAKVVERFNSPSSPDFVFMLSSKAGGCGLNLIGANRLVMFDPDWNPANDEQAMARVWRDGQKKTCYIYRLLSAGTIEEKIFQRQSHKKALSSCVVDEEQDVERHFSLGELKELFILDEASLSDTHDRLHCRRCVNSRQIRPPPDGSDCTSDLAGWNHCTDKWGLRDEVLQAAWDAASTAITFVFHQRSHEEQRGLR
ARNT TACC3 PPI: disruptors of human ARNT/TACC3 interaction; Q9Y6A5; AlphaScreen His-ARNT PAS-B/GST-TACC3 binding, luminescence; TACC3 fragment carries E629A point mutation; inhibition, % at 9.99 µM; hit rate 0.66% among 390,000; AID 623870;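 active means mean inhibition of replicates at least 50% and at least half of replicates each reaching 50%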;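 further: 0% = complete ARNT plus TACC3 wells and 100% = ARNT alone without TACC3; many hits fall short of the cut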
The depositor's hits bear a star.

SMILES	esBAF inh	RAD54 inh	ARNT TACC3 PPI
Cc1cccc(NC(=S)NNC(=S)NCc2ccccc2)c1	27	-3	-16
Cc1ccc(S(=O)(=O)N2CCN(Cc3cccc(C)c3O)CC2)cc1	12	-8	0
CCc1ccccc1NC(=S)NC1CC2CCCC(C1)N2Cc1cccs1 (stereo unspecified)	3	1	23
Cc1ccc(S(=O)(=O)NC(C)C(c2cccs2)N2CCN(C)CC2)cc1 (stereo unspecified)	-5	4	-13
O=C(Nc1cccc(Oc2ccc3c(c2)C(=O)NC3=O)c1)c1ccco1	4	-1	2
COC(=O)c1sccc1-c1ccc(C(=O)Nc2ccccc2)o1	74*	-4	0
Cc1c(NC(=O)c2cc(-n3cnnc3)ccc2Cl)cccc1-c1nc2ccccc2s1	13	-13	1
COc1ccc(N2CCN(C(=O)CSc3ncnc4scc(-c5ccc(C)cc5)c34)CC2)cc1	-1	-6	-3
CCCOc1ccc(CCN2CCC(=O)NC2=O)cc1C	-1	0	-11
CC(=O)c1cccc(N=C2NC(=O)C(CO)(CO)S2)c1	-1	-18	-2
Cc1ccc(NC(=O)CS(=O)CC(=O)NCCCN(C)c2ccccc2)cc1 (stereo unspecified)	1	-3	-2
Clc1cccc(Cl)c1/C=C/c1nc2ccccc2[nH]1	25	0	-3
CCCCCCn1c(SCC(=O)c2c(N)n(C)c(=O)n(C)c2=O)nc2ccccc21	-10	4	-1
COc1cc(OC)cc(C(=O)NC(=S)Nc2cccnc2)c1	4	-5	-3
Cc1ccsc1/C=C1\SC(N2CCOCC2)=NC1=O	57*	9	-12
O=C(CSc1nnc(-c2ccccn2)n1Cc1ccco1)Nc1ccc2c(c1)OCO2	-6	-14	-10
CNC(=O)/C=C1\NC(C)(C)Cc2ccccc21	3	7	-3
CC(=O)Nc1c(O)n(C)c2ccccc12	5	-6	-6
O=C1CCCC(O)=C1C1C2=C(CCCC2=O)Oc2ccccc21 (stereo unspecified)	0	1	2
O=[N+]([O-])c1cccc(/C=N/n2c(COc3ccccc3)n[nH]c2=S)c1	-8	4	20
C=CCc1ccc(OCCCN2CCCC(C)C2)c(OC)c1 (stereo unspecified)	-8	-7	-1
CC1=NN(C(=O)c2c(Br)cnn2C)C(O)(C(F)(F)F)C1 (stereo unspecified)	-4	-9	-9
COc1ccc2[nH]c(=O)c(CN(CCCN3CCOCC3)C(=O)NCc3ccccc3)cc2c1	-3	-4	0
Cc1cc(NC(=O)CSc2ccc(-c3nc4cc(C)c(C)cc4[nH]3)cn2)no1	16	-10	-2
O=C(Cc1noc2ccccc12)Nc1ccc2ccccc2c1	32	-6	0
COc1ccc(CNC(=O)Nc2cccc3ccccc23)cc1	14	-6	-2
CCOC(=O)C1CCN(Cc2cnc(NC(=O)OC)s2)CC1	4	-4	14
CCOC(=O)C1=C(C)NC2=C(C(=O)CC(c3ccc(OC)c(OC)c3)C2)C1c1ccc(C)o1 (stereo unspecified)	-11	2	21
Cc1nc2ncnn2c(N2CCN(C(c3ccccc3)c3ccccc3)CC2)c1C	-7	-4	-5
O=C(CSc1nnc(-c2ccc(O)cc2)n1Cc1ccco1)c1ccccc1	2	-20	-2
COc1ccc(C(=O)OC(C)CN2CCN(C)CC2)cc1OC (stereo unspecified)	8	-12	-3
Cn1c(-c2ccc3ccccc3n2)nc2cnccc21	66*	7	-15
O=C(c1ccco1)N1CCCSC1=Nc1ccccc1	-12	6	0
CCc1nnc(NC(=O)c2ccc(-c3ccccc3Cl)o2)s1	53*	-11	-5
O=C(CSc1ncn[nH]1)Nc1ccc2c(c1)OCCO2	14	-3	-1
CC(C)CC(NC(N)=O)C(=O)OCC(=O)NC(=O)NC1CCCC1 (stereo unspecified)	-12	3	1
C#CCOCCOCCOCCNc1nc(N2CCN(C(=O)C([C@@H](C)CC)n3cc(C(N)CC(C)C)nn3)CC2)nc(N2CCN(C(=O)[C@H](CCC(=O)O)n3cc(C(N)Cc4ccc(O)cc4)nn3)CC2)n1 (stereo partly specified)	4	11	-11
Cn1c(=O)c2[nH]c(CN(Cc3ccccc3)Cc3ccccc3)nc2n(C)c1=O	-6	3	-1
O=C(OCc1nnc(-c2ccc(Cl)cc2)o1)c1ccc(=O)n(Cc2ccccc2)n1	10	3	-3
COc1ccc(NC(=O)NC23CC4CC(CC(C4)C2)C3)cc1OC	6	3	8
C#CCOCCOCCOCCNc1nc(N2CCN(C(=O)[C@H](Cc3cc4ccccc4[nH]3)n3cc([C@@H](N)CC(C)C)nn3)CC2)nc(N2CCN(C(=O)[C@H](Cc3cc4ccccc4[nH]3)n3cc([C@@H](N)CC(C)C)nn3)CC2)n1	11	-4	11
Cc1c(NC(=O)c2nn(C)c(=O)c3ccccc23)c(=O)n(-c2ccccc2)n1C	10	5	-6
O=C(NCc1ccco1)c1ccc(S(=O)(=O)c2cccc(S(=O)(=O)N3CCOCC3)c2)cc1	-1	-2	2
O=C(CCN1C(=O)c2ccncc2C1=O)Nc1ccc2c(c1)OCCO2	-10	5	-3
CCC1CCCCN1c1cc(C)nc2cc(-c3cccc(C)c3)nn12 (stereo unspecified)	-4	2	4
CCC(=O)N1CCN(c2ccc(NC(=O)c3ccc4c(c3)OCO4)cc2)CC1	3	1	-1
COc1cc2ccccc2cc1C(=O)Nc1cccnc1	48*	6	1
O=C(Nc1cccc2c1[nH]c1ccccc12)C(F)(F)F	8	-3	19
CCCNS(=O)(=O)c1ccc(OCC(=O)NCCCOC)cc1	-5	5	0
CC(C)Cn1nc(NS(=O)(=O)c2ccccc2)c2cc3ccccc3nc21	0	-1	-1
CSCCC(NC(=O)c1ccc(C)o1)C(=O)O (stereo unspecified)	1	0	-3
NC(=O)C1CCN(C(=O)c2ccco2)CC1	-6	1	2
COc1ccc(Cn2nnnc2C(c2cccnc2)N2CCN(c3ccc(O)cc3)CC2)cc1 (stereo unspecified)	-10	5	-4
CC(=O)Nc1ccc(NC(=O)C(C)O/N=C/c2cccc([N+](=O)[O-])c2)cc1 (stereo unspecified)	2	-14	8
Cc1[nH]c(=S)n(CC2CCCO2)c1C (stereo unspecified)	-2	-9	-6
O=S(=O)(c1ccc2c(c1)nc(COc1ccc(Cl)cc1)n2CC1CCCO1)N1CCOCC1 (stereo unspecified)	3	-19	9
CCCCCCC(=O)Nc1nnc(CC)s1	-6	-10	-6
NC(=O)c1c(NC(=O)CN2CCOCC2)sc2c1CCC2	0	-2	-7
CCOc1ccc(OCC(=O)NCCc2nc3ccccc3[nH]2)cc1	22	1	2
O=C(Nc1cc(Sc2ccccn2)cc([N+](=O)[O-])c1)c1ccc([N+](=O)[O-])cc1	-33	-1	-7

Next section.
SMILES	esBAF inh	RAD54 inh	ARNT TACC3 PPI
COc1ccccc1CNC(=O)c1cc2c(C)nn(Cc3ccc(F)cc3)c2s1	-6	7	-2
CCOC(=O)Cc1csc2nc3sc(C)c(C)c3c(=O)n12	2	0	-5
CCOc1cccc(C(=O)N(Cc2ccco2)C2CCS(=O)(=O)C2)c1 (stereo unspecified)	-5	1	-9
O=C(Nc1ccccn1)c1ccc(COc2ccccc2Cl)o1	64*	7	-2
C=CCc1ccccc1OCC(CN1CCCCC1)OC(C)=O (stereo unspecified)	2	-12	7
CCOc1nc(-c2ccccc2)ccc1-c1noc(COC)n1	2	-8	-13
CCCc1nc2ccccc2n1CCOc1ccccc1	-3	-1	-7
Cc1ccc(S(=O)(=O)NC(C)C(=O)NC2CCCCCC2)cc1 (stereo unspecified)	-11	10	-1
Cn1c2c(c(=O)n(C)c1=O)CN(Cc1ccc(F)cc1)CN2	-8	-2	0
O=C1NC(c2cc3c(cc2Cl)OCO3)Oc2ccccc21 (stereo unspecified)	-4	-21	3
COc1ccc(CNC(=O)c2noc3c2CCCC3)cc1	29	-5	-7
COc1ccccc1NC(=O)CSc1nnnn1C	2	8	0
Cc1ccnc(NS(=O)(=O)c2ccc(NC(=O)C34CC5CC(CC(C5)C3)C4)cc2)n1	-3	2	1
CCn1c(=O)c2c(cnn2C)c2ccccc21	-22	-14	-7
O=C(O)C1CCN(c2nc(-c3ccccc3)nc3c2oc2ccccc23)CC1	-10	9	-1

Reprinted from the part before: two compounds; new compounds follow.
SMILES	esBAF inh	RAD54 inh	ARNT TACC3 PPI
CCn1c(=O)c2c(cnn2C)c2ccccc21	-22	-14	-7
O=C(O)C1CCN(c2nc(-c3ccccc3)nc3c2oc2ccccc23)CC1	-10	9	-1
CCCCn1cnc2c(cnn2-c2ccc(Cl)cc2)c1=O	15	-7	-1
O=C(Nc1cccc(-c2nnc(-c3ccccc3)o2)c1)C1CCCO1 (stereo unspecified)	36	2	2
CCc1ccccc1N(CC)C(=O)c1cn(C)c(=O)c2cc(OC)c(OC)cc12	-9	-4	3
CCS(=O)(=O)n1nc(-c2ccc(Cl)cc2)nc1SC	57*	-1	-5
O=C(CN(c1ccc(F)cc1)S(=O)(=O)c1ccc2c(c1)OCCO2)NCc1ccccn1	-3	-3	7
COc1ccc(-n2cnnc2)cc1	-9	-13	4
O=C(Cc1ccsc1)NCC(c1ccco1)N1CCCCC1 (stereo unspecified)	-5	10	-1
COc1ccc(S(=O)(=O)N(c2onc(C)c2Cl)S(=O)(=O)c2ccc(OC)c(OC)c2)cc1OC	-13	7	1
c1ccc(Cn2nnnc2C(c2cccs2)N2CCSCC2)cc1 (stereo unspecified)	-7	6	1
Cc1cc(C(=O)COc2ccc(-c3nnco3)cc2)c(C)n1Cc1ccccc1	-12	-6	11
Cc1oc2cc(O)ccc2c(=O)c1N1C(=O)c2ccccc2C1=O	-4	-2	-24
COC(=O)CSc1nnc(C)c(=O)[nH]1	-8	2	-4
COc1cc(OC)cc(C(=O)Nc2ccc3c(c2)COC3=O)c1	23	-12	5
CCSc1ncnc2c1oc1ccccc12	16	-8	0
Cc1ccc(-n2c(N)c(C#N)c(-c3ccc(Cl)cc3)c(C#N)c2=O)cc1	-6	-6	-16
O=C1C(C=NCC2CCCO2)=C(O)c2ccccc21 (stereo unspecified)	19	2	4
COc1ccc(C(c2nnnn2CCc2ccccc2)N2CCN(C3CCCC3)CC2)cc1OC (stereo unspecified)	-1	-8	-1
Cn1c(=O)c2c(nc(SCc3ccccc3)n2Cc2ccc(Cl)cc2)n(C)c1=O	15	-17	-18
CCCC12CN3CC(C)(CN(C1)C3c1ccc(OC(C)C)cc1)C2=O (stereo unspecified)	5	-13	-4
NC(=O)c1ccccc1N/C=C/C(=O)c1cccs1	-8	5	-2
Cc1nc(C)c(C(=O)C2=C(O)C(=O)N(CCN(C)C)C2c2cccs2)s1 (stereo unspecified)	1	6	2
COc1cc2c3c(c1)c(C1=NC(=S)NC1=O)c(O)n3C(C)(C)C=C2C	-8	1	-2
N#CC(C(=O)OCc1ccccc1)c1nc2ccccc2nc1N1CCOCC1 (stereo unspecified)	9	-10	5
COc1ccc(C(=O)N(Cc2ccccc2)Cc2cc3cc4c(cc3[nH]c2=O)OCCO4)cc1	-6	9	7
COc1cc2ccccc2cc1C(=O)O	-1	-14	-4
Cc1cc(C)c2nc(C(F)(F)F)c(C#N)c(N)c2c1	-7	9	-1
Cc1ccc(-c2noc(CCC(=O)NC3CCN(Cc4ccccc4)CC3)n2)cc1	-19	0	-5
CCN(CC)C(=O)CSc1nnc(-c2ccccc2)o1	25	-2	0

Structures from the list above containing an aryl thioether with sulfur outside any ring, in the order listed:
SMILES	esBAF inh	RAD54 inh	ARNT TACC3 PPI
COc1ccc(N2CCN(C(=O)CSc3ncnc4scc(-c5ccc(C)cc5)c34)CC2)cc1	-1	-6	-3
CCCCCCn1c(SCC(=O)c2c(N)n(C)c(=O)n(C)c2=O)nc2ccccc21	-10	4	-1
O=C(CSc1nnc(-c2ccccn2)n1Cc1ccco1)Nc1ccc2c(c1)OCO2	-6	-14	-10
Cc1cc(NC(=O)CSc2ccc(-c3nc4cc(C)c(C)cc4[nH]3)cn2)no1	16	-10	-2
O=C(CSc1nnc(-c2ccc(O)cc2)n1Cc1ccco1)c1ccccc1	2	-20	-2
O=C(CSc1ncn[nH]1)Nc1ccc2c(c1)OCCO2	14	-3	-1
O=C(Nc1cc(Sc2ccccn2)cc([N+](=O)[O-])c1)c1ccc([N+](=O)[O-])cc1	-33	-1	-7
COc1ccccc1NC(=O)CSc1nnnn1C	2	8	0
CCS(=O)(=O)n1nc(-c2ccc(Cl)cc2)nc1SC	57*	-1	-5
COC(=O)CSc1nnc(C)c(=O)[nH]1	-8	2	-4
CCSc1ncnc2c1oc1ccccc12	16	-8	0
Cn1c(=O)c2c(nc(SCc3ccccc3)n2Cc2ccc(Cl)cc2)n(C)c1=O	15	-17	-18
CCN(CC)C(=O)CSc1nnc(-c2ccccc2)o1	25	-2	0

Screens as filed in PubChem.

A portion of the library; count on the stated rates, not on these rows.
